Bioassay records from PubChem BioAssay.
GRK2 inh – blocks RNA aptamer binding to human GRK2 | hit rate 0.59% among 330,000 | P25098 | inhibition of aptamer binding, % at 10 µM | bead flow cytometry, FAM-aptamer displacement from GRK2;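 active = inhibition of aptamer binding above 40%, roughly 3 SD of noise, on plates passing a quality check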;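 note: median bead fluorescence of bound FAM aptamer so fluorescent compounds give negative values; no value below 0 was filed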
MCL1 BIM primary – inhibitors of human MCL1 binding to BIM-BH3 peptide; Q07820; GST-MCL1 / FITC-Bim-BH3 fluorescence polarization; inhibition, % at 10.9 µM; hit rate 0.68% among 320,000;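 active = inhibition above the mean inhibition of all tested compounds plus 3 SD, set per campaign, cut at about 40% in these data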;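 note: 0% = DMSO wells and 100% = unlabeled Bim-BH3 peptide control; higher means more loss of mP so more displacement of Bim peptide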
Target sequence (Q07820 whole entry, looked up): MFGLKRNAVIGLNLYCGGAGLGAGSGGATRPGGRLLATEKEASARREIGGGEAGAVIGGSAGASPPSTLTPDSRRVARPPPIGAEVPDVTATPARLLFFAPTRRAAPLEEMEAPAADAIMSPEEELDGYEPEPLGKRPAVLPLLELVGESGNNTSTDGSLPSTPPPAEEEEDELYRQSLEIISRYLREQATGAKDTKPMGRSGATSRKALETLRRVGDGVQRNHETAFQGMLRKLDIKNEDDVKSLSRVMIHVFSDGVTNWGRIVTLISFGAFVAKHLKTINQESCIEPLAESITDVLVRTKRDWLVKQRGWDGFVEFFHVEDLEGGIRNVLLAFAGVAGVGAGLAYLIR
VLA-4 inh – inhibition in a human VLA-4 binding assay; VLA-4 expressing cells, ligand binding flow cytometry; inhibition, % (about 7 µM as worked out from the volumes in the protocol); hit rate 0.2% among 330,000; AID 2557; in the data active = inhibition above about 50%
MEX-5 binding – C. elegans MEX-5 TCR-2 RNA binding activity | Q9XUB2 | MEX-5/FITC-TCR2 RNA binding, fluorescence polarization; hits give low values | activity score (negative = inhibition of binding), % at 10 µM | hit rate 0.38% among 300,000 | AID 1832;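 active = inhibition past about -25% in most replicates, and total fluorescence under double the plate's negative control median, limit read from the data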;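 note: 0% = DMSO and -100% = 5 µM competing unlabeled TCR2 RNA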
Efflux pump mplx – antifungal efflux pump inhibition, Nile Red retention; S. cerevisiae Candida pump triplex; inhibition, % at 10 µM; hit rate 0.44% among 330,000; AID 485275;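 active = plate passing quality check with inhibition over a set limit, or well fluorescence over plate mean plus 4 SD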;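 note: Nile Red retained in pooled yeast measured as flow cytometry median fluorescence; 0% = buffer negative control and 100% = Enniatin B positive control; higher means more Nile Red kept so more efflux inhibition; some compounds called inactive have numbers as strong as hits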
Fam108B inh – counter-screen for RBBP9 inhibitors: inhibitors of mouse Fam108B | inhibition, % at 9.51 µM | recombinant Fam108B, FP-Rh probe fluorescence polarization | hit rate 0.33% among 300,000;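 active = inhibition above the screen mean inhibition plus 3 SD, computed separately per campaign, cut at about 18% in these data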;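 note: inhibitors lower polarization as less probe binds the enzyme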
GLD-1 TGE inh – GLD-1-TGE RNA interaction inhibition (C. elegans) | AID 2280 | inhibition, % at 5.96 µM | purified GLD-1 + fluorescein TGE RNA, fluorescence polarization | hit rate 0.44% among 320,000;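 active = percent inhibition above a per-plate cutoff, the plate mean of test compounds plus 3 SD, cut at about 30% in these data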;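 note: 0% = DMSO wells with GLD-1 and probe and 100% = wells lacking GLD-1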
Target sequence (Q17339 whole entry, looked up): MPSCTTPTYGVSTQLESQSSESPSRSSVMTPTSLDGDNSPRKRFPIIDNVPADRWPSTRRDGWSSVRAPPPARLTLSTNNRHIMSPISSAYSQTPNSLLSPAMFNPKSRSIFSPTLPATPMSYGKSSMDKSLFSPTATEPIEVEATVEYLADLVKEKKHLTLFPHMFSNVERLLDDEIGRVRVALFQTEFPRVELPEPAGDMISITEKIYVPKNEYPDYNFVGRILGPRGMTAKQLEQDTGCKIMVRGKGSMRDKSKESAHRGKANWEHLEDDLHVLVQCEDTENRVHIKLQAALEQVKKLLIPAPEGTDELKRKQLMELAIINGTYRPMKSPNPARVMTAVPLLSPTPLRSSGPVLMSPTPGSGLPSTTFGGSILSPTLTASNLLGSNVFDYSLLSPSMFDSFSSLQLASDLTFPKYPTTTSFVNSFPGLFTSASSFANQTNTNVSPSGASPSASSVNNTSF
PME-1 primary – blocks human protein phosphatase methylesterase 1; recombinant PME-1, FP-Rh probe fluorescence polarization; inhibition, % at 5.9 µM; AID 2130; Q9Y570; hit rate 0.53% among 320,000;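 active = inhibition above the campaign mean of all compounds plus 3 SD, cut at about 26% in these data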;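 note: competitive labeling of PME-1 active site by serine hydrolase directed probe; 0% = PME-1 with DMSO and 100% = wells lacking PME-1 enzyme; inhibitors block probe labeling so polarization falls and inhibition rises; many of its hits are not listed in these tables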
BCLXL inh – blocks human Bcl-xL binding to Bim BH3 peptide. Q07817. hit rate 0.7% among 320,000. inhibition, % at 10.9 µM. GST-Bcl-xL / FITC-Bim BH3 peptide fluorescence polarization. AID 2129;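 active = inhibition above the mean of all tested compounds plus 3 SD, cutoff set per campaign, cut at about 30% in these data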;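 note: 0% = DMSO wells and 100% = unlabeled Bim-BH3 peptide competitor; inhibitors lower millipolarization by displacing the labeled peptide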
Active calls of the source: *; nt = no result given; & = joins results of further samples.

SMILES	GRK2 inh	MCL1 BIM primary	VLA-4 inh	MEX-5 binding	Efflux pump mplx	Fam108B inh	GLD-1 TGE inh	PME-1 primary	BCLXL inh
Nc1nonc1-n1nnc(C(=O)N/N=C/c2ccc(OCc3ccccc3)cc2)c1CNc1ccccc1	1	2	0	1.2	-0.1	-2	1	-2	4
N#C/C(=C\c1ccc(O)c(O)c1)C(=O)Nc1ccccc1	2	17	-15	nt	0.3	6	-15	5	-2
O=C(NCCc1ccccc1)C1CCN(S(=O)(=O)N2CCCCC2)CC1	1	-3	13	-0.5	0.2	-3	-9	-2	0
CCOc1ccc(CCNC(=O)COC(=O)CSc2ccccc2C)cc1OCC	0	-2	-15	2.8	-0.1	3	9	-2	2
CC(C)=CCCC(C)CN(C)CCc1ccccn1 (stereo not drawn)	0	7	2	-2.3	-0.2	0	5	4	6
[O-][n+]1c2ccc3nonc3c2nn1-c1ccccc1Cl	0	3	11	1.5	0.0	0	1	4	2
COc1ccc(CCNC(=O)CSc2nnc(CNC(=O)c3c(F)cccc3Cl)o2)cc1OC	0	7	-2	nt	0.0	2	11	5	5
COc1cc(-c2cc(C(=O)Nc3c(Cl)cc(Cl)cc3Cl)c3ccccc3n2)cc(OC)c1OC	0	7	14	0.2	0.6	-8	2	-4	-3
COc1ccccc1NC=C1C(=O)OC2(CCCCC2)OC1=O	0	1	13	-0.1	0.1	-4	5	1	-1
CC(C)CCCC(C)NS(=O)(=O)Cc1ccccc1 (stereo not drawn)	0	-8	2	2.1	0.1	-2	7	-5	-2
Cc1nn(Cc2c(F)c(F)c(F)c(F)c2F)c(C)c1NC(=O)c1c([N+](=O)[O-])c(C)nn1C	2	5	12	0.2	0.2	4	-4	-1	0
CCOc1ccccc1-c1cc(C(=O)N/N=C/c2cccnc2)c2ccccc2n1	0	6	3	-2.0	0.1	1	2	-2	1
CCOc1ccc(C(C)=O)cc1COC(=O)C1=COCCO1	0	-4	-2	1.8	-0.1	-1	8	-4	-2
Cc1ccc(-n2nnnc2-c2ccco2)cc1	4	9	-3	-0.7	0.0	-1	-1	-4	4
O=C(N/N=C/C=C\c1ccc([N+](=O)[O-])cc1)c1cccnc1	0	-3	8	-5.9	0.0	-3	4	-8	-1
CCOC(=O)c1ccc(NC(=O)CSc2nnc(-c3cccs3)n2C)cc1	0	-27	15	1.3	0.0	-3	3	-3	-20
NC1=NC[C@H](Cc2ccc(O)cc2)N1CCc1cc(C(F)(F)F)cc(C(F)(F)F)c1	0	3	19	0.6	-0.1	2	-3	1	5
CCCCn1c(O)c(/C=C2\C=Nc3ccccc32)c(=O)[nH]c1=O	28	-11	-6	-31*	-0.1	0	-18	2	-11
COCCNC(=O)C(=O)N/N=C/c1ccccc1C(F)(F)F	4	6	-8	0.6	0.0	4	4	0	4
O=C(Nc1ccccc1O)c1cc(S(=O)(=O)N2CCOCC2)c(Cl)cc1Cl	2	6	-12	-0.2	0.2	3	6	17	6
O=C(Cn1cnc2ccccc21)Nc1cccc([N+](=O)[O-])c1	0	5	8	-2.7	0.1	-5	-2	-4	2
COc1cc2cc(-c3ccc(O)cc3O)nc(C)c2cc1OC	5	-6	-6	1.3	-0.1	20*	-3	16	4
CN(C(=O)COC(=O)Cn1cnc2c1c(=O)n(C)c(=O)n2C)C1(C#N)CCCCC1	0	-5	0	nt	-0.3	nt	9	-2	2
COCCCNC(=O)C(Cc1ccccc1)NS(=O)(=O)c1ccc2c(c1)c(=O)n(C)c(=O)n2C (stereo not drawn)	1	4	3	-0.9	0.0	0	0	5	2
Cc1ccc(S(=O)(=O)N(C)C)cc1NC(=O)C(C)OC(=O)c1ccc2c(c1)OCCO2 (stereo not drawn)	0	-4	8	-1.4	0.1	0	-5	-2	0
O=C(Nc1cccnc1Cl)c1noc2c1CCc1ccccc1-2	3	13	-7	-0.3	0.0	-1	4	12	2
Cc1cc(C)c2c(n1)SCC(=O)N2CC(=O)Nc1ccc(C)c(C)c1	0	3	2	-1.4	0.3	-1	4	-1	0
COc1ccc(C(=O)N/N=C/c2ccc(OC)c(CN3CCCc4ccccc43)c2)cc1	0	8	-21	1.4	-0.3	17	1	3	11
CC(=O)c1c(C)[nH]c(C(=O)COC(=O)COc2ccccc2)c1C	0	nt	8	nt	0.3	nt	3	nt	nt
OCCCn1c(C2CCCN2c2nc(-c3ccc(F)cc3)cs2)nc2cc(Cl)c(Cl)cc21 (stereo not drawn)	0	6	-1	5.5	0.1	-5	1	-2	4
CC(OC(=O)Cn1cnc2c1c(=O)n(C)c(=O)n2C)C(=O)c1ccccc1 (stereo not drawn)	1	-6	7	-0.1	0.1	0	-2	-14	-2
CC(=O)c1ccc(C(=O)NC2CCCN(Cc3ccccc3F)C2)cc1 (stereo not drawn)	0	-2	-3	1.1	0.2	4	0	-7	1
CC(=O)N1Cc2ccccc2CC1C(=O)O (stereo not drawn)	2	-1	-12	0.3	0.1	0	3	2	1
O=C(O)c1ccc(OCc2occc2C(=O)O)cc1	3	-1	13	0.3	0.0	-1	-1	2	-3
O=C(NCc1ccccn1)Nc1cccc(Cl)c1Cl	0	-1	-10	0.8	0.1	0	-1	0	3
Cc1ccc(C)c(S(=O)(=O)N2CCN(C(=O)Cc3c(F)cccc3Cl)CC2)c1	1	0	4	-2.3	0.2	2	2	4	1
O=C(OCC(=O)N1CCCC1)c1cc(=O)c2ccccc2o1	6	nt	-5	nt	-0.3	nt	2	nt	nt
COc1cccc(C(=O)NC2CC3CCCC(C2)N3S(=O)(=O)c2ccccc2)c1 (stereo not drawn)	1	6	3	1.8	-0.1	0	-3	6	7
CCN(CC)S(=O)(=O)c1ccc(Cl)c(NC(=O)COc2ccccc2[N+](=O)[O-])c1	0	-7	10	-0.4	0.5	-5	-8	-7	-5
Cc1cc(Cl)ccc1C(=O)C1CCCN(C(=O)CCn2cnnn2)C1 (stereo not drawn)	3	1	1	2.8	-0.4	-4	5	1	6
Cc1ccccc1Nc1nn2c(=O)c3ccccc3nc2s1	5	1	19	-0.2	0.0	3	9	-19	7
Cc1ccccc1NC(=O)Cc1nc(CSc2nnc(-c3ccc4c(c3)OCO4)o2)cs1	3	-19	-3	-0.5	0.3	3	2	-3	-5
CN(C)C(=O)c1nc2ccc(Cl)cn2c1CN1CCN(c2ncccn2)CC1	0	11	-7	0.5	0.3	5	-8	-6	8
O=C(NNC(=O)c1ccc(Cl)cc1Cl)c1ccncc1	0	15	21	0.7	-2.9	0	2	-5	8
CN(C)c1ccc(C(=O)N/N=C/c2ccccn2)cc1	0	7	3	-2.0	0.0	3	-3	1	0
COC(=O)C1=CN(Cc2cccs2)C=C(C(=O)OC)C1c1cccc(OC)c1OC	1	-3	5	-0.4	-0.1	0	-4	-4	-4
COc1ccc(CNC(=O)c2c(F)c(F)c(F)c(F)c2F)cc1	0	1	9	3.9	0.0	2	5	6	4
COCC(C)OC(=O)/C(C#N)=C\c1coc2ccc(C)cc2c1=O (stereo not drawn)	11	15	-29	nt	0.1	-9	19	-4	21
Cc1cc(=O)[nH]c(N/N=C/c2ccc(-c3ccc(F)cc3)o2)n1	2	5	-7	-2.8	0.1	8	3	0	-3
CCN(C(=O)Cn1nc(C)n2c(cc3cc(C)ccc32)c1=O)c1ccccc1	0	4	6	2.2	0.0	-2	-4	9	0

Later entries:
SMILES	GRK2 inh	MCL1 BIM primary	VLA-4 inh	MEX-5 binding	Efflux pump mplx	Fam108B inh	GLD-1 TGE inh	PME-1 primary	BCLXL inh
O=C(Nc1cc(C(F)(F)F)ccc1Cl)C(NCc1ccccc1)c1ccccc1 (stereo not drawn)	0	5	15	-1.5	-0.1	-2	1	0	4
COc1cc2c(C#CCCO)c(-c3ccsc3)oc(=O)c2cc1OC	31	nt	-5	nt	0.5	nt	4	nt	nt
COc1ccccc1CNC(=O)COC(=O)c1ccc(Cl)nc1	6	nt	14	nt	0.0	nt	-2	nt	nt
N#C/C(C(=O)NCc1ccccc1)=C1/SC(Cc2ccc(Cl)cc2)C(=O)N1c1ccccc1 (stereo not drawn)	0	-6	-2	-0.7	-0.1	-2	-2	-8	-4
COc1ccc(OC)c(NC(=O)Cn2c(=O)n(CC3CCCO3)c(=O)c3cc(OC)c(OC)cc32)c1 (stereo not drawn)	2	-1	10	4.9	0.6	0	0	3	4
O=C(CSc1nc2[nH]ncc2c(=O)[nH]1)Nc1ccc(Cl)c(Cl)c1	3	-1	-3	1.2	0.2	0	4	-3	0
O=C(COc1ccc(Cl)cc1)N1CCN(c2ncccn2)CC1	3	3	11	-0.4	0.5	-6	-2	9	1
Cc1ccc(-c2nc3cc(N)ccc3o2)c(C)c1	0	5	-7	-1.3	-0.1	5	6	-3	4
CCSc1nc(=O)n(-c2ccccc2)c(C)c1C(C)=O	0	2	-11	0.2	-0.1	-5	4	-4	3
O=C(CCc1nnc2ccc(NCc3ccc(Cl)cc3)nn12)NC1CCCCC1	0	-8	9	-0.7	-0.6	0	-2	-3	5
CC1=CC(C)C2C(=O)N(CCC[N+](C)(C)C)C(=O)C2C1 (stereo not drawn)	0	-14	-9	-0.7	-0.1	-3	1	-9	-8
Cc1c(C(=O)NCCc2ccccc2)oc2ccc(S(=O)(=O)N3CCC4(CC3)OCCO4)cc12	0	5	8	2.1	0.2	-8	5	-11	8
C=CCn1c(SCC(=O)NCC(=O)OCC)nnc1-c1ccccn1	3	3	0	-0.1	0.1	4	8	2	5
CN(C)C(=O)Oc1cccc([N+](C)(C)C)c1	0&1	2	29&12	3.3	0.0&0.0	-3	1&6	-1	7

An excerpt (hit frequency here may not be typical).
